CHO-K1 Ca ag: nonselective activator or artifact in parental CHO-K1 cells | Fluo-8 calcium fluorescence; scaled to maximal ATP response, vehicle zero | activation, % at 3 µM | 0.48% of 360,000 active; in the data active means activation above about 15%;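 further: untransfected CHO-K1 host cells lacking M1 receptor as counterscreen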
TAAR1 antag: antagonists of human TAAR1; CHO RD-HGA16 TAAR1, Fluo-8 calcium fluorescence, antagonist; inhibition, % at 3 µM; AID 624466; 1.5% of 360,000 active; Q96RJ0;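 active means inhibition above a per-plate cutoff, the mean inhibition of test compounds on that plate plus 3 SD, cut at about 49% in these data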;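 further: 0% = DMSO plus EC80 beta-PEA response and 100% = DMSO alone without agonist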
Target sequence (Q96RJ0 whole entry, looked up): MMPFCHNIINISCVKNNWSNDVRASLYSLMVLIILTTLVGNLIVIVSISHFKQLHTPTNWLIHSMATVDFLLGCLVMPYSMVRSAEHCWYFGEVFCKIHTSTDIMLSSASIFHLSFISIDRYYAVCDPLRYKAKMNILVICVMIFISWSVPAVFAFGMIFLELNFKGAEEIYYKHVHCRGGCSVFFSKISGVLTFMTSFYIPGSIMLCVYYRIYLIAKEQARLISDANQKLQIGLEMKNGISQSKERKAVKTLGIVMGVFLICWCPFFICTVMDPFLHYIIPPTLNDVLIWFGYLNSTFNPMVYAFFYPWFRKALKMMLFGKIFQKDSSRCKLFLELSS
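System: RD-HGA16 CHO cells with stable hTAAR1 and Gα16 | Probe or stimulus: EC80 β-phenethylamine stimulus | Dosing: 3 µM, single point | Times: Dye loading 75 min at 37 °C, then 30 min room temperature | Measured by: Fluo-8 calcium-sensitive fluorescence | Read-out basis: % inhibition of agonist calcium response | Replicates: n of 1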
OXTR potentiator: human OXTR potentiation | P30559 | CHO-OTR cells, Fluo-8 calcium fluorescence, potentiator mode; 0% = oxytocin EC15, 100% = EC100 | activation, % at 3 µM | 0.061% of 320,000 active;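 active means activation above that plate's cutoff, the mean activation of tested compounds plus 3 SD, cut at about 6.6% in these data, passing the limit was not always enough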;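 further: 100% uses oxytocin at 75 nM as the full agonist control; some results filed as inactive read as strong as hits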
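Replication – single well per compound, singlicate · Assay system – CHO cell line stably expressing human OTR · Timing – 6 min pre-incubation, 100 s read · Measure – normalized max/min fluorescence ratio, % activation · Doses – 3.0 µM, one dose · Detection – Fluo-8 calcium dye fluorescence · Probe or stimulus – oxytocin near EC15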
V1R ag counter: activates human V1a receptor in oxytocin agonist counter-screen. P37288. CHO-V1R cells, Fluo-8 calcium fluorescence, agonist mode; 0% DMSO, 100% 3 nM vasopressin. activation, % at 3 µM. 0.25% of 320,000 active. AID 2797;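 active means activation above the mean activation of all tested compounds plus 3 SD, per screening run, cut at about 20% in these data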;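 further: signal is peak over basal fluorescence ratio across a 100 second FLIPR read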
Target sequence (P37288 whole entry, looked up): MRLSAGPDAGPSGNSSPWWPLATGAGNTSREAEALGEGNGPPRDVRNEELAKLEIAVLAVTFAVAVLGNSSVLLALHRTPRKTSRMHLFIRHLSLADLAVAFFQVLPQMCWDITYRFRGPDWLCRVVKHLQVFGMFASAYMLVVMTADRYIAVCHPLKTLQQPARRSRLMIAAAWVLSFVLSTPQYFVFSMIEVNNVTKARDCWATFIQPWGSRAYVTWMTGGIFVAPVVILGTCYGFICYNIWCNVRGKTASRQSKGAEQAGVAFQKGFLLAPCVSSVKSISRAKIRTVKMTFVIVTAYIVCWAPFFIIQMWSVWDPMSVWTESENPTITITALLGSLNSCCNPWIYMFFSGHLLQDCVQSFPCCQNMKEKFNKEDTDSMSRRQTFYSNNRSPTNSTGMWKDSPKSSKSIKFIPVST
GPR7 antagonist: blocks human GPR7 receptor signaling; GPR7-expressing cells, fluorescence antagonist assay; inhibition, % at 4.4 µM; 1.1% of 290,000 active; AID 1861; in the data active means inhibition above about 16%, passing the limit was not always enough;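 further: cells stimulated with the agonist NPW; 0% = agonist with vehicle and 100% = vehicle without agonist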
Target sequence (P48145 whole entry, looked up): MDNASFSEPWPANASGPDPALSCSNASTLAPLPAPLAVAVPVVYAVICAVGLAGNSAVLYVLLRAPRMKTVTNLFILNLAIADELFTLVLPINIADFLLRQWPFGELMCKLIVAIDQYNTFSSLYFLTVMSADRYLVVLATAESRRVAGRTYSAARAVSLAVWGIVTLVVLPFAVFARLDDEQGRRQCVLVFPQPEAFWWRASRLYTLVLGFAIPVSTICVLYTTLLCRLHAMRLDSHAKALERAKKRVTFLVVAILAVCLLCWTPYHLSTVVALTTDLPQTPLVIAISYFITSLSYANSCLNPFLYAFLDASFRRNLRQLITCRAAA
OXTR ag: agonists of human oxytocin receptor; activation, % at 3 µM; P30559; 0.32% of 320,000 active; CHO-OTR cells, Fluo-8 calcium fluorescence; normalized: DMSO 0%, oxytocin 100%;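 active means activation above the mean of all tested compounds plus 3 SD, cutoff set per screening run, cut at about 20% in these data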;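 further: peak over basal fluorescence ratio from a 100 s FLIPR kinetic read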
CHO parental Ca: counter-screen for OX1R antagonists: effect in parental CHO cells | parental CHO-K1, ATP-induced calcium, Fluo-8 fluorescence | inhibition, % at 5.6 µM | 0.63% of 330,000 active;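 active means inhibition above that plate's mean sample inhibition plus 3 SD, cut at about 26% in these data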;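 further: 0% = ATP-challenged DMSO wells and 100% = DMSO wells without ATP; some compounds past the cut are filed as inactive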
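Material – parental CHO cells · Reagent – ATP stimulus · Compound – single nominal dose of 5.6 µM per compound · Detection – Fluo-8 fluorescence · Read-out basis – percent inhibition of calcium signal · Controls – ATP-challenged DMSO wells low, unchallenged DMSO wells high · Repeats – no replicates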
CHO-K1 Ca PAM: nonselective activator or artifact in parental CHO-K1 calcium assay; ATP EC20, Fluo-8 calcium fluorescence; 0% at ATP EC20, 100% at ATP max; activation, % at 3 µM; 0.02% of 360,000 active;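 active means activation above the run cutoff, the mean activation of all test compounds plus 3 SD, cut at about 40% in these data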;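 further: peak over basal fluorescence ratio in a 140 s read after ATP addition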
CHO-K1 Ca antag: M1 antagonist counterscreen hit in parental CHO-K1 cells | ATP-induced calcium, Fluo-8 fluorescence | inhibition, % at 3 µM | 0.6% of 360,000 active | AID 602250;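 active means inhibition above a per-plate cutoff, the plate's mean sample inhibition plus 3 SD, cut at about 24% in these data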;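 further: 0% = DMSO plus EC80 ATP and 100% = DMSO alone without ATP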
Active calls of the source: *; . = not tested or not shown.

SMILES	CHO-K1 Ca ag	TAAR1 antag	OXTR potentiator	V1R ag counter	GPR7 antagonist	OXTR ag	CHO parental Ca	CHO-K1 Ca PAM	CHO-K1 Ca antag
COc1ccc(S(=O)(=O)n2cnc3ccccc32)c(C)c1	4.9	-8	-6	0.3	-6	0.1	-8	4	-2
COC(=O)c1ccccc1NC(=O)CSc1nc2ccccc2c(=O)[nH]1	0.0	14	-10	3.0	-6	2.2	-19	1	9
Cc1nn(Cc2ccccc2)c(C)c1NC(=O)c1ccc([N+](=O)[O-])cc1[N+](=O)[O-]	1.1	7	2	0.8	3	0.3	-3	17	-6
Cc1ccc(Cl)cc1N1CCN(C(=O)C2CCCN(S(=O)(=O)c3cnc[nH]3)C2)CC1 (stereo unspecified)	1.5	5	-8	0.0	0	-0.1	-10	27	-14
COc1ccccc1N(CC(=O)NCc1ccc(F)cc1)C(=O)CCC(=O)Nc1nccs1	3.1	-15	-5	6.2	1	1.2	-19	9	-5
CCc1nn2c(=O)cc(COC(=O)c3ccc(SC)cc3OC)nc2s1	2.5	-9	-7	2.9	.	1.4	-15	26	-8
CN(Cc1ccccc1)C(=O)COC(=O)CCC(=O)c1ccc(Cl)cc1	4.6	2	-4	6.5	.	5.8	-9	4	-11
COc1cccc(/C=N/NC(=O)CNC(=O)c2cccs2)c1O	0.5	-20	-1	0.1	0	0.3	-14	11	-3
CCN(CC)c1ccc2c(c1)CCCN2	.	.	-9	1.9	-5	0.3	-4	.	.
COC(=O)C(=O)/C=C(\O)c1ccc(C)cc1	-0.1	-7	-11	-0.4	1	-1.8	-8	4	-5
CCN(CC)c1ccc(NC(=O)CSc2nc3ccccc3c(=O)[nH]2)cc1	3.1	-18	-4	-0.7	-16	-1.7	-10	15	-11
O=C(Nc1ccccc1)C1CCCN1/C=C/C(=O)C(F)(F)F (stereo unspecified)	-0.1	-9	0	0.1	-6	1.0	-14	1	-9
Cn1cnnc1Sc1nc2c(c(=O)n(C)c(=O)n2C)n1C	.	.	-3	-0.6	-13	-0.2	-14	.	.
CSc1nnc(C)c(=O)n1COC(=O)COc1ccc2ccccc2c1	1.6	3	-7	-0.6	0	-0.5	12	20	0
Cc1ccc(-c2ccnc3nc(-n4cccc4)nn23)o1	1.1	-1	-4	-2.1	11	-1.3	-29	29	-14
COCCNC(=O)C1(C)CCN(C(=O)c2cc(-c3ccccc3)cs2)C1 (stereo unspecified)	-0.1	-2	.	.	.	.	.	-16	6
Cc1ncc([N+](=O)[O-])n1CC(=O)Nc1ccccc1Cl	3.4	17	.	.	.	.	.	19	-3
Cc1ccc(C(=O)Nc2ccc(C(=O)/C=C/c3cccs3)cc2)cc1	-0.1	10	-18	-0.4	-9	-0.6	-8	-8	13
Cc1ccc2cc(C3CC(c4ccco4)=NN3C(=O)CCC(=O)O)c(Cl)nc2c1 (stereo unspecified)	0.1	-16	-4	1.7	-2	1.7	-13	12	0
CC(C)Cc1nnc(NC(=O)CN2C(=O)c3ccccc3C2=O)s1	3.0	6	-10	1.3	3	1.0	-13	27	-10
O=C(Nc1ccccc1)Nc1csc2ccccc12	13	22	-16	6.1	-5	2.7	-1	-4	15
CC(NC(=O)c1ccco1)C(=O)N1CCN(C(c2ccccc2)c2ccccc2)CC1 (stereo unspecified)	1.8	-1	-3	0.1	-7	-0.7	-5	22	-9
COc1cc(SC)ccc1C(=O)NCCOc1ccccc1Cl	1.0	27	-2	-0.2	16	-0.1	-5	1	-7
N#Cc1c(-c2ccc(F)cc2)noc1N	0.8	-5	-17	-0.7	9	0.2	8	15	-19
O=C(NC1CCN(Cc2ccccc2)CC1)c1cc(Br)c(Br)[nH]1	2.3	-27	-10	1.8	-11	2.3	-3	5	-7
Continued:
SMILES	CHO-K1 Ca ag	TAAR1 antag	OXTR potentiator	V1R ag counter	GPR7 antagonist	OXTR ag	CHO parental Ca	CHO-K1 Ca PAM	CHO-K1 Ca antag
CCCCN(CCCC)c1nc2ccccc2nc1NS(=O)(=O)c1ccc(NC(C)=O)cc1	-0.2	-7	-13	1.0	-2	0.3	-5	15	0
Cn1c(=O)c2c(C(=O)O)cc(-c3ccccc3)nc2n(Cc2ccccc2)c1=O	1.1	8	9	0.4	-8	1.9	1	10	-6
c1ccc(-c2noc(CC3CCCCC3)n2)cc1	-0.4	8	-5	0.4	-13	0.6	-7	8	9
Cc1ccc(F)cc1NC(=O)C12CC3CC(C1)CC(n1cnc([N+](=O)[O-])n1)(C3)C2	0.0	5	-9	-0.1	11	-2.1	-37	2	-1
O=Cc1cccn1-c1ccc2ccccc2c1	11	12	-4	-1.2	-2	-2.9	-19	4	2
O=C(NCc1ccccc1)/C(=N\O)c1ccccc1	0.1	4	-7	0.4	-8	-0.7	-8	8	-1
Cc1cc(C)c(C#N)c(SCc2cn3c(C)cccc3n2)n1	12	-20	-3	0.1	-9	-2.7	-26	25	-5
COc1ccc(C)cc1NC(=O)c1cc2c(s1)CCC2	-0.2	-14	-4	-1.6	-1	-2.9	-21	22	-10
CC1CCN(S(=O)(=O)c2cccc(C(=O)NCC3CCCO3)c2)CC1 (stereo unspecified)	1.2	-21	-4	-1.0	-17	-0.6	-4	9	-2
O=C(O)c1ccc(N2CCc3ccccc32)c([N+](=O)[O-])c1	0.4	-13	5	-0.5	-12	0.2	0	18	-10
CCCCNC(=O)c1cc2c(=O)n3cccc(C)c3nc2n(Cc2ccccc2)c1=N	0.0	-10	-4	0.6	-3	-0.2	-16	-3	-7
CN(CCOc1ccccc1)C(=O)c1cc([N+](=O)[O-])ccc1N1CCOCC1	0.2	1	-12	0.0	.	0.8	-10	-18	6
O=C1C=C(Nc2ccc(Cl)cc2)C(=O)N1c1ccc(Cl)cc1	0.8	5	-8	-0.2	-4	0.4	-4	11	-6
CC(=O)N1CCN(Cc2cc(=O)oc3cc(C)ccc23)CC1	1.4	-4	.	.	.	.	.	7	14
CC(C)(CO)CNc1ccn2nccc2n1	0.1	-13	.	.	.	.	.	13	-1
COc1ccc(-c2nc3c4ccccc4ccn3c2Cc2ccccc2)cc1OC	0.3	7	.	.	.	.	.	10	-11
COc1ccc(/C=N/NC(=O)c2nc(Cl)c(Cl)c(N)c2Cl)cc1COc1ccc(F)cc1F	0.1	0	-14	1.1	11	-1.1	0	19	-11
Nc1ccc(-c2nc3ccc(C(=O)O)cc3s2)cc1	0.3	0	3	-1.0	-2	0.0	6	19	-2
CC(=O)N1c2ccc(S(=O)(=O)NCC3CCC(C(=O)NCc4ccc(C)cc4)CC3)cc2CC1C (stereo unspecified)	4.7	13	-14	4.1	-13	4.6	-13	-14	-2
Cc1ccc(S(=O)(=O)CCC(=O)NCc2ccccc2)cc1	3.6	5	3	0.5	-14	-1.5	-10	20	-5
COc1ccc(NC(=O)CN(Cc2ccccc2)S(C)(=O)=O)cc1	6.1	4	-1	-0.6	-3	-0.7	-7	5	-3
CCOC(=O)C1CCN(C(=O)c2oc3ccc(S(=O)(=O)N4CC(C)CC(C)C4)cc3c2C)CC1 (stereo unspecified)	0.1	-11	-6	-1.3	4	-2.7	-12	6	-19
COc1ccc(NC(=O)N2CCN(S(C)(=O)=O)CC2)c(OC)c1	1.0	3	-4	-0.3	-9	-0.3	-11	25	-13
c1ccc(COc2ccc(OCCN3CCCCC3)cc2)cc1	3.9	4	-8	2.7	-1	3.6	1	11	-4
Cc1cc(SCc2cc(=O)n3ccsc3n2)nc2ccccc12	0.1	1	7	2.0	-4	-0.6	-17	10	5
Remaining list, next part:
SMILES	CHO-K1 Ca ag	TAAR1 antag	OXTR potentiator	V1R ag counter	GPR7 antagonist	OXTR ag	CHO parental Ca	CHO-K1 Ca PAM	CHO-K1 Ca antag
Cc1c([N+](=O)[O-])cc(C(=O)Nc2ccc3ncccc3c2)cc1[N+](=O)[O-]	0.3	-17	-5	-0.8	-5	-1.6	-1	-12	10
Cc1ccc(N2CC(C(=O)Nc3cc(Cl)ccc3-n3cncn3)CC2=O)cc1 (stereo unspecified)	0.8	9	0	0.2	.	0.0	-9	5	4
CCOC(=O)NC(=O)COC(=O)Cc1cc(OC)c(OC)c(OC)c1	0.8	3	-4	1.1	2	0.6	-14	21	-9
Fc1ccc(C2CCCN2Cc2nc(Cc3ccccc3F)no2)cc1 (stereo unspecified)	1.0	-7	-3	-1.6	2	-1.6	-17	8	-11
Cc1ccc(C(=O)COc2ccc3c(C)cc(=O)oc3c2)cc1	0.7	6	-5	0.1	1	-0.1	-17	11	-2
CC(=O)c1cccc(-c2ccc3c(=O)[nH]c(Nc4ccccc4)cc3c2)c1	0.3	20	-6	0.1	.	-0.8	-18	6	-14
O=[N+]([O-])c1ccc2nc(-c3ccc(OC(F)F)cc3)cn2c1	2.6	-4	-9	-0.5	-4	-2.2	18	7	-11
Cc1cnc(NC(=O)CSc2nnc(C)s2)s1	1.1	5	1	3.3	1	0.5	2	24	-13
O=c1[nH]c2cc(O)ccc2c2ccccc12	0.5	-32	.	.	.	.	.	7	-8
O=C(Nc1nc2ccccc2[nH]1)c1cccc(F)c1	1.4	1	-7	2.3	-11	1.0	-13	6	-3
Cc1ccc(CN2CC(C(=O)N3CCN(c4ccccc4O)CC3)CC2=O)cc1 (stereo unspecified)	0.9	-13	-6	1.1	.	0.9	-7	13	-11
COc1ccc(-n2nc([N+](=O)[O-])c(=NCCCN3CCCC3=O)n2O)cc1	-0.1	-2	4	0.0	-13	-0.2	-5	14	-11
N/C(=N\c1nc(CSc2ccccn2)cc(=O)[nH]1)Nc1ccc(Cl)cc1Cl	0.2	3	-7	-0.5	-5	0.4	-10	0	-13
COCc1cc(C)nc(OCC(=O)N/N=C/c2ccc(O)cc2O)c1C#N	0.1	10	-13	0.2	8	-0.2	-3	36	-16
COc1ccc(NS(=O)(=O)c2cc(NC(=O)CCNC(C)=O)ccc2N2CCOCC2)cc1	0.2	-19	-12	0.9	.	0.4	-12	-3	-6
CCOC(=O)C1CCN(C(=O)c2ccc3nc(-c4ccc(OC)cc4)c(-c4ccc(OC)cc4)nc3c2)CC1	-0.5	-40	-1	-0.2	-16	-2.0	-9	20	-13
CCCCCCN1CC(=O)N2Cc3[nH]c4ccccc4c3C[C@H]2C1=O	2.0	-8	-15	6.4	6	2.0	-16	-4	-11
NC1=NC[C@H](Cc2ccc(O)cc2)N1CCc1cc(C(F)(F)F)cc(C(F)(F)F)c1	0.2	-11	1	-0.5	.	-0.4	-5	21	-10
Cc1ccc2c(c1)C=CC(C#N)N2C(=O)Oc1ccccc1 (stereo unspecified)	-0.3	-30	.	.	.	.	.	3	7

Some of the entries so far, bar-delimited:
Molecule | CHO-K1 Ca ag | TAAR1 antag | OXTR potentiator | V1R ag counter | GPR7 antagonist | OXTR ag | CHO parental Ca | CHO-K1 Ca PAM | CHO-K1 Ca antag
Cc1ccc(-c2ccnc3nc(-n4cccc4)nn23)o1 | 1.1 | -1 | -4 | -2.1 | 11 | -1.3 | -29 | 29 | -14
COc1ccc(/C=N/NC(=O)c2nc(Cl)c(Cl)c(N)c2Cl)cc1COc1ccc(F)cc1F | 0.1 | 0 | -14 | 1.1 | 11 | -1.1 | 0 | 19 | -11
